Source: PubChem BioAssay
UHRF1 MBD2 ctr = blocks human UHRF1 binding to methylated DNA; UHRF1 binding to methylated oligo, TR-FRET; inhibition, % at 4.4 µM; Q96T88; actives 0.75% (n = 370,000); AID 687016; in the data active means inhibition above about 21%;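 further: UHRF1 SRA domain binding a hemimethylated CpG hairpin DNA probe; 0% = median of test compound wells and 100% = reference inhibitor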
PRMT1 inh = inhibitors of human PRMT1. Q99873. recombinant PRMT1, activity-based probe fluorescence polarization. inhibition, % at 2.79 µM. actives 1.3% (n = 370,000). AID 652257;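 active means inhibition above about 21% made by adding two undisclosed values, limit read from the data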
Target sequence (Q99873 whole entry, looked up): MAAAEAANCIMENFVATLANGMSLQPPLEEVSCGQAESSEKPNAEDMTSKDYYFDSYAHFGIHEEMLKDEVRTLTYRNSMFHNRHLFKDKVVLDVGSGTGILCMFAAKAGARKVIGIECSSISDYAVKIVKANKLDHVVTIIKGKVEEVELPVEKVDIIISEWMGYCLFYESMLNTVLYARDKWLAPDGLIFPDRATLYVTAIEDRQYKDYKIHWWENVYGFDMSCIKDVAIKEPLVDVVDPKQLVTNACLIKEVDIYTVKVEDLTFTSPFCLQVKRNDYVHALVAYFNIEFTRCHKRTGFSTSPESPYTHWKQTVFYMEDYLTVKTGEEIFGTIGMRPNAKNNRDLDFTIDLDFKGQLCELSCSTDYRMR
HTRA1 inh = HTRA1 (human) protease inhibition. Q92743. recombinant HTRA1, FP-rhodamine activity-based probe, fluorescence polarization. inhibition, % at 5.96 µM. actives 0.5% (n = 340,000); in the data active means inhibition above about 36%;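 further: 0% = enzyme with DMSO and 100% = wells lacking enzyme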
Target sequence (Q92743 whole entry, looked up): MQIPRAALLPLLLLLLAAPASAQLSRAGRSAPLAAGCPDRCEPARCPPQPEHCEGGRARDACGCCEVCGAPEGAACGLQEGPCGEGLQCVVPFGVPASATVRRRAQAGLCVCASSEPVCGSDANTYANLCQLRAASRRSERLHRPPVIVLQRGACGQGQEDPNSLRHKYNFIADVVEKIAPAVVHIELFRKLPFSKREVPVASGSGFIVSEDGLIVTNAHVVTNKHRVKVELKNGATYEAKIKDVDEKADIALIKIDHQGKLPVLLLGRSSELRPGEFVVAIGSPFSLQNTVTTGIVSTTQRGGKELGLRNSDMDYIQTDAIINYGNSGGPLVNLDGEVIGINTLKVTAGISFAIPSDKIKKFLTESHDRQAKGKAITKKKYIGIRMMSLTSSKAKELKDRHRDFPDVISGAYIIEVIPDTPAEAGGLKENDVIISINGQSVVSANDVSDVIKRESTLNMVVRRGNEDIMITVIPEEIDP
LEDGF integ inh = blocks HIV-1 LEDGF/p75-dependent DNA integration. inhibition, % at 3.7 µM. actives 0.64% (n = 370,000). TR-FRET IN-LEDGF/p75 DNA integration, Eu/Cy5;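 active means inhibition above the screen-wide mean plus 3 SD, cut at about 13% in these data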;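 further: signal is the Cy5 over europium emission ratio at 671 and 618 nm; 0% = plate median of compound wells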
TCR CD3 inh = human TCR-CD3 binding inhibition | TAMRA-labeled TCR probe fluorescence, biochemical | inhibition, % at 9.4 µM | actives 0.37% (n = 360,000) | AID 651800; in the data active means inhibition above about 19%;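 further: recombinant mutant TCR 2C K166C tagged with TAMRA read by polarization; 0% = receptor in buffer alone and 100% = receptor with positive control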
TDP2 absorb = blocks human TDP2 phosphodiesterase activity; actives 0.34% (n = 370,000); O95551; recombinant TDP2, T5PNP hydrolysis, p-nitrophenol absorbance 415 nm; inhibition, % at 12.8 µM;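 active means inhibition above the mean of all tested compounds plus 3 SD, set per campaign, cut at about 25% in these data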;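 further: 0% = DMSO with enzyme and 100% = buffer with substrate but no TDP2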
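Material: recombinant human TDP2; quantity: TDP2 enzyme at 120 nM final; medium: Tris-HCl pH 7.5 with MgCl2; compound: single concentration, 12.8 µM nominal, with 1% DMSO; incubation: 2 h enzyme incubation at 37 °C; signal: epi absorbance; measure: percent inhibition; benchmarks: high control without enzyme, low control DMSO plus TDP2; repeats: singlicate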
PG9 binder = binds the HIV-1 gp120 antibody PG9 | TR-FRET gp120-PG9 antibody binding | inhibition, % at 6.7 µM | actives 0.43% (n = 360,000); in the data active means inhibition above about 8.5%
DDE Tn7 FP inh = DD(E)-Tn7 binding inhibition, primary FP screen; P02675; FP displacement of FITC-Tn7 peptide from fibrin DD(E); 0% = median of compound wells per plate; inhibition, % at 8.3 µM; actives 0.13% (n = 370,000); AID 720508;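 active means inhibition above the mean of compounds falling within the control limits plus 3 SD of them, cut at about 14% in these data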;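 further: 0% = plate median of compound wells and 100% = 10 µM Aha-Tn7 peptide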
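Assay system: human fibrin DD(E). Input: DD(E) 2 µM final. Medium: Tris buffer with calcium and detergent, pH 7.8. Compound dosing: single point at 8.3 µM. Timing: 10 min plus 3 h, room temperature. Technique: fluorescence polarization of the labelled Tn7 tracer. Read-out: percent inhibition. Replicates: singlicate testing.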
SIAE inh = human SIAE inhibition, primary screen. Q9HAT2. SIAE FP-Rh probe binding, fluorescence polarization. AID 1053197. actives 0.69% (n = 370,000). inhibition, % at 9.66 µM;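 active means inhibition above a cutoff: mean of compounds within the control limits plus 3 SD of those, cut at about 17% in these data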;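 further: 0% = plate median of compound wells and 100% = probe without SIAE protein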
mABHD4 FP = inhibitors of mouse ABHD4; purified mABHD4, FP-Rh probe fluorescence polarization; inhibition, % at 8.92 µM; actives 0.54% (n = 370,000); Q8VD66;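 active means inhibition exceeding the mean over every tested compound plus 3 SD, cut at about 30% in these data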;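 further: 0% = plate median of compound wells and 100% = S159A mutant with DMSO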
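Test system: mABHD4 protein | Buffer or medium: HEPES pH 7.0 buffer, 150 mM NaCl, 0.01% Pluronic F-127 | Probe or stimulus: FP-Rh fluorescent activity-based probe, added after compound pre-incubation | Timing: Pre-incubation 45 min, probe exposure 60 min, at 25 °C | Technique: Fluorescence polarization, excitation 525 nm, emission 598 nm, BODIPY TMR filters | Repeats: Single well per compound (singlicate)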
* marks the source's active call; other numbers are inactive results; x = not tested or not shown. This is a random part of the collection (roughly 4.2% active in at least one column).

SMILES	UHRF1 MBD2 ctr	PRMT1 inh	HTRA1 inh	LEDGF integ inh	TCR CD3 inh	TDP2 absorb	PG9 binder	DDE Tn7 FP inh	SIAE inh	mABHD4 FP
Cc1c(CCC(=O)O)c(=O)oc2cc3occ(-c4ccc(Br)cc4)c3cc12	-2.7	3.7	-37.2	-1.5	-9.6	6.1	-1.8	-2.4	-6.8	-22.3
Clc1ccc(Nc2nc3cccnc3s2)cc1	-1.0	0.7	1.4	0.2	10.2	5.2	-0.2	1.2	-0.6	-9.6
Cc1cc(CNC(=O)C2CCC(=O)N(CCc3ccc(Cl)cc3)C2)no1 (centres undefined)	-2.9	-1.5	1.9	0.4	3.3	4.0	0.5	6.4	8.0	-2.3
CCN(CC(=O)Nc1ccccc1C(F)(F)F)C(=O)CSCC(=O)Nc1cc(C)on1	2.9	1.9	-3.7	1.2	1.3	0.5	-1.0	1.9	1.3	-0.8
O=C(Nc1nncs1)c1ccc2c(c1)OCO2	-3.3	-2.5	3.9	-0.4	-2.6	1.6	-0.2	1.5	4.0	0.8
CCOC(=O)CC[C@@H]1CC[C@]2(CCCN(C(=O)c3cccnc3)C2)O1	-1.8	-0.4	x	-0.6	x	8.3	x	2.6	0.1	3.4
Cc1ccc(S(=O)(=O)NCC(=O)NCC(=O)OC(C(=O)NC(N)=O)C(C)C)cc1C (centres undefined)	-1.5	2.6	3.4	-4.4	3.4	-2.9	0.5	-5.0	-0.1	2.8
O=C(O)/C(=C\c1ccc(Br)cc1)c1ccc(S(=O)(=O)N2CCCCC2)s1	-1.7	0.2	-14.0	3.5	-3.1	6.5	-0.2	0.5	0.6	1.2
CCCc1nnc(-c2cc(OC)c(OC)c(OC)c2)o1	1.0	-3.7	-1.0	1.3	-6.3	4.5	-2.2	-1.5	6.5	10.1
Cn1c(=O)[nH]c(=O)c2c1ncn2CCN1CCOCC1	2.0	-0.7	6.5	7.5	-2.2	2.8	-1.1	-0.2	5.3	-9.0
O=C(Nc1cccc2c1C(=O)NC2=O)c1ccc(S(=O)(=O)N2CCCC2)cc1	-4.0	3.9	-1.9	-3.2	-1.7	13.2	0.0	0.4	0.9	5.9
COCCn1c(C)cc(C(=O)COC(=O)c2cncc(Br)c2)c1C	5.8	3.4	-6.7	-7.9	1.5	-14.2	0.7	-1.0	-5.4	-1.4
CCOc1ccc(Nc2nnc(SCc3nc4ccccc4c(=O)[nH]3)s2)cc1	1.5	4.8	-5.7	-7.9	-3.9	-13.1	0.1	0.1	4.4	5.8
O=C(CC1(C(F)(F)F)OCCO1)Nc1ccc2c(c1)OCO2	0.7	-0.3	-9.4	2.1	3.5	2.5	-0.5	-2.2	2.8	-3.0
CCn1cc(C(=O)N2CCN(c3ccccn3)CC2)c(=O)c2cc(S(=O)(=O)N(C)C3CCCCC3)ccc21	-2.0	-3.5	-1.2	5.0	6.6	-9.9	-3.0	-5.8	3.5	-0.9
Cc1ccccc1C(=O)Nc1ccccc1C(=O)NCc1ccccc1	-1.8	-1.9	-12.6	-5.0	4.6	-1.5	-0.2	4.0	-5.1	-6.8
Cc1[nH]c2ccccc2c1C(=O)C(=O)NCc1nnnn1-c1cccc(F)c1	0.2	-0.9	7.3	0.7	1.6	6.6	-0.4	-3.2	2.6	-8.7
S=c1nc[nH]c2c1ncn2-c1ccc(Cl)cc1	-1.0	18.7	2.6	-1.4	-1.9	9.0	2.4	2.9	6.6	6.2
COCCN(CC(=O)NC1CCCCC1)C(=O)c1csnn1	0.2	-3.3	1.5	-4.3	-2.0	-5.8	1.7	2.0	-7.1	3.8
O=C(Nc1ccc(Cl)cc1)N1CCOC12CCCCC2	-1.7	0.8	-1.0	0.7	6.4	19.2	5.5	-3.1	2.3	3.4
O=C(NNS(=O)(=O)c1ccc(C(=O)NC2CCCC2)cc1)c1ccncc1	-0.4	11.1	1.2	1.2	0.6	2.3	0.6	-5.4	1.2	2.6
Cn1nnc2cc(NC(=O)Nc3cccc(C(F)(F)F)c3)ccc21	-0.7	1.0	-1.6	-3.8	-1.5	6.2	-0.1	-2.3	-16.9	-0.6
COc1c(F)c(F)c(C(=O)Nc2ccc(NC(=O)Cc3ccccc3)cc2)c(F)c1F	0.6	1.1	-1.8	6.0	4.7	-11.2	1.6	-5.9	-5.6	-6.2
Cc1occc1C(=O)NNC(=O)C1CCCC1	2.4	-2.4	0.2	7.4	1.7	-2.5	-0.4	-0.3	0.8	1.0
Cc1oc(-c2ccc(Cl)cc2)nc1CN1CCC(C(=O)NCc2cccs2)CC1	-2.0	-1.6	-10.2	0.7	0.2	-1.0	-0.8	-3.4	-0.5	-2.3
Cc1ccc(-c2ccc(S(=O)(=O)NCC3CCCO3)cc2)cc1 (centres undefined)	1.1	-2.5	-3.8	0.1	1.7	1.2	2.7	4.8	2.2	-11.6
Clc1ccccc1OCCCCN1CCNCC1	-1.7	-2.8	0.0	3.4	-0.6	11.5	-0.8	-8.9	-0.6	11.2
Cc1cccc(NC2CCCCC2NS(=O)(=O)c2ccccc2)c1 (centres undefined)	-2.2	-1.0	-0.6	-2.1	5.0	-5.9	0.0	3.5	1.2	-0.1
CCN(CC)CCNC(=O)c1ccc(NC(=O)Cc2ccsc2)cc1	-2.3	0.3	1.1	2.0	9.9	3.5	-1.8	-0.2	-2.7	-1.1
NC(=O)c1ccc(SCC(=O)NC2CCCCC2)c([N+](=O)[O-])c1	-0.3	6.1	-5.9	-8.0	-9.7	-1.8	0.5	0.1	-0.8	10.6
Cc1ccc(S(=O)(=O)N2CCC(C(=O)OC(C)C(=O)N3CCOCC3)CC2)cc1 (centres undefined)	-2.9	-0.4	3.2	2.5	6.7	6.9	-0.8	-2.4	-6.8	-1.2
C=CCN(CC=C)Cc1nc(N)nc(Nc2ccccc2C)n1	-2.2	-1.5	3.1	1.3	-0.2	-5.3	-0.3	5.8	-3.3	3.7
COc1ccc(-c2ccc(CN3C(C)C(=O)N(Cc4cn(CCC5OCCO5)nn4)CCS3(=O)=O)cc2)cn1 (centres undefined)	-1.0	4.8	0.2	4.9	3.0	-6.8	0.7	-4.2	-0.6	11.3
CC(=O)NC(=S)Nc1ccc(N2CCOCC2)c(S(=O)(=O)Nc2cc(Cl)ccc2Cl)c1	-0.9	-6.2	-8.4	10.9	4.7	0.3	-4.7	-3.0	3.9	-0.9
O=C(N=C1SC2CS(=O)(=O)CC2N1c1ccccc1Cl)C1CCCO1 (centres undefined)	0.1	5.6	-0.7	-8.2	-4.9	-5.7	-0.7	11.8	-1.1	-1.5
Cc1ccccc1-n1c(=O)cc(N2CCc3ccccc32)[nH]c1=O	-1.1	13.1	-3.2	0.8	-6.4	6.0	1.6	-3.3	9.4	17.0
O=C(CN1C(=O)NC2(CCCCC2)C1=O)Nc1ccc(N2CCOCC2)cc1	-4.1	-1.4	2.4	-1.8	2.4	2.2	-2.2	6.7	8.4	4.1
CC(=O)Nc1cccc(C(=O)N/N=C/c2ccc(C)o2)c1	-0.5	0.3	5.8	2.0	-2.1	6.5	-5.5	-6.3	10.4	0.7
CCCNC(=O)C1(C)CCCN(Cc2ccc(C(F)(F)F)cc2)C1 (centres undefined)	-1.4	-1.9	x	-1.7	2.9	-5.7	-0.2	-2.0	2.2	5.9
O=C(CN1C(=O)COc2ccccc21)NCCCN1CCN(Cc2ccccc2)CC1	2.3	-1.1	-4.4	-5.1	-5.2	-11.4	0.2	-1.9	-1.2	-1.6
CCOC(=O)CC1=C(C(=O)OCC)C(c2cccnc2)C(C#N)=C(N)O1 (centres undefined)	2.2	9.2	-1.8	2.1	-1.4	13.1	0.7	-5.2	17.3*	2.8
CC(Cc1ccccc1)NC(=O)CCNNC(=O)c1ccncc1 (centres undefined)	-2.0	-0.7	-1.3	-0.9	1.9	0.4	-0.1	3.0	0.6	2.5
COc1ccc(N(CC(=O)N2CCN(Cc3ccccc3)CC2)S(C)(=O)=O)c(OC)c1	0.7	8.6	1.2	-6.3	-2.3	-7.1	-0.9	1.1	1.9	-7.1
COc1ccc2c(CC(=O)NCCN3C(=O)S/C(=C\c4cccnc4)C3=O)coc2c1	0.7	9.4	-10.9	-4.4	-2.2	10.2	1.4	3.9	2.9	2.7
Cc1cc2nc(C3CCCCC3)c(Cc3ccccc3)n2c(C)c1Br	2.6	3.9	x	1.3	-5.0	5.4	-1.7	-3.8	2.5	-7.2
COc1nc(OCCNC(=O)Nc2ccccc2)nc(N(C)C)n1	1.6	4.3	3.1	-0.6	-0.9	-13.9	2.6	5.6	-2.9	-11.7
CCN(Cc1ccccc1)C(=O)CCc1nc(CN2CCN(C(=O)c3ccc([N+](=O)[O-])cc3)CC2)no1	4.5	-0.6	1.7	-2.3	-2.3	6.3	-1.9	0.9	-7.4	0.7
O=C(CN1CCN(Cc2ccccc2Cl)C1=O)NCCCN1CCOCC1	-0.9	0.9	8.0	2.6	0.7	20.6	0.3	-1.5	3.5	-2.9
CCCCn1c(N)c(N(CCOC)C(=O)CSc2nnc(-c3ccco3)n2CC)c(=O)[nH]c1=O	-1.7	6.0	4.4	-3.1	-5.8	8.3	1.1	1.2	7.7	4.4
CCCN1CCCc2cc(CN)ccc21	12.4	8.3	32.8	35.3*	10.8	65.5*	-4.8	4.8	15.7	17.1

Additional entries.
SMILES	UHRF1 MBD2 ctr	PRMT1 inh	HTRA1 inh	LEDGF integ inh	TCR CD3 inh	TDP2 absorb	PG9 binder	DDE Tn7 FP inh	SIAE inh	mABHD4 FP
COc1ccc(NC(=O)C2CCCO2)cc1 (centres undefined)	0.0	0.7	9.7	2.5	0.8	8.4	0.7	4.0	3.6	1.8
CC(O)[C@@H](NC(=O)C1CCC(CNC(=O)[C@H](Cc2ccccc2)NC(=O)OC(C)(C)C)CC1)C(=O)O (some centres undefined)	3.4	-1.8	1.4	6.7	4.2	-12.3	0.0	-5.3	0.9	-4.3
CCCN(CCC)Cc1cc(=O)oc2ccc3ccccc3c12	0.9	-0.6	x	-1.5	-10.9	0.3	-0.4	-5.4	1.0	-5.1
OC1CCCN(Cc2cccc3ccccc23)C1 (centres undefined)	2.9	-1.7	-3.7	5.5	-5.9	-5.6	-0.9	-3.5	0.5	-4.9

Single records, as listed above. Values in the order: UHRF1 MBD2 ctr, PRMT1 inh, HTRA1 inh, LEDGF integ inh, TCR CD3 inh, TDP2 absorb, PG9 binder, DDE Tn7 FP inh, SIAE inh, mABHD4 FP
CC(O)[C@@H](NC(=O)C1CCC(CNC(=O)[C@H](Cc2ccccc2)NC(=O)OC(C)(C)C)CC1)C(=O)O (some centres undefined) in the list: 3.4, -1.8, 1.4, 6.7, 4.2, -12.3, 0.0, -5.3, 0.9, -4.3
CCCN(CCC)Cc1cc(=O)oc2ccc3ccccc3c12 in the list: 0.9, -0.6, x, -1.5, -10.9, 0.3, -0.4, -5.4, 1.0, -5.1
